# Vc quorum ag = inducers of Vibrio cholerae quorum light production without autoinducers. V. cholerae BH1578 lux reporter, luminescence, 6 h. activation, % at 18.7 µM. 350,000 compounds, 0.16% hits; in the data active means activation mostly above about 9.7%, no sharp cut-off; inconclusive means no clear call, values can overlap the other calls; inactive means mostly below about 3.7%; further: not every result past the cut was called active; inactives centre near 0; reference of the scale not given here
# DUSP3 inh = blocks human VHR1 dual specificity phosphatase; 290,000 compounds, 0.52% hits; P51452; recombinant VHR phosphatase, pNPP absorbance; inhibition, % at 13.3 µM; AID 1654; in the data active means inhibition above about 50%; further: some compounds called inactive have numbers as strong as hits
# Target sequence (P51452 whole entry, looked up): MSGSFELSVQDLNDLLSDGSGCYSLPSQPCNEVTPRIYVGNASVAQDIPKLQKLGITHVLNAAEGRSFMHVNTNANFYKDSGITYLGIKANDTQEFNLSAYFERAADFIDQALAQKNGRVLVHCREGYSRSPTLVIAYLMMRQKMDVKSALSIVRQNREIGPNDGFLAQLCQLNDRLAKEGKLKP
# BoNT-A LC inh2 = inhibitors of Botulinum neurotoxin A light chain protease; 360,000 compounds, 0.17% hits; inhibition, % at 10 µM; multiplex microsphere protease substrate cleavage, flow cytometry; AID 588499; further: plate controls were buffer without enzyme for full effect and enzyme alone for no effect
# PfHsp40 rescue = compounds rescuing yeast from Plasmodium falciparum HSP40 toxicity; S. cerevisiae expressing PfHsp40, growth rescue, ATP luminescence; growth rescue, % at 12.5 µM; 340,000 compounds, 0.68% hits; AID 504582; in the data active means growth rescue above about 28%, passing the limit was not always enough; inconclusive means no clear call, values can overlap the other calls;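 further: yeast W303a lacking pdr1 and pdr3 grown in galactose medium; growth measured after three days at 30 °C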
# 3CLpro inhibitor = SARS-CoV 3CLpro protease inhibition; 290,000 compounds, 0.14% hits; inhibition, % at 6 µM; AID 1706; P0C6X7; recombinant SARS-CoV 3CLpro, quenched FRET peptide cleavage; in the data active means inhibition above about 12%
# TcdB GH inh = TcdB glycohydrolase inhibition. P18177. TcdB glycohydrolase enzymatic assay, plate reader. inhibition, % at 9.99 µM. 350,000 compounds, 0.24% hits; in the data active means inhibition above about 10%
# Anthrax LF prot = blocks Bacillus anthracis lethal factor protease | P15917 | multiplex microsphere protease cleavage assay, LF | inhibition, % at 10 µM | 360,000 compounds, 0.12% hits; further: plate controls were buffer without enzyme for full effect and enzyme alone for no effect
# Target sequence (P15917 whole entry, looked up): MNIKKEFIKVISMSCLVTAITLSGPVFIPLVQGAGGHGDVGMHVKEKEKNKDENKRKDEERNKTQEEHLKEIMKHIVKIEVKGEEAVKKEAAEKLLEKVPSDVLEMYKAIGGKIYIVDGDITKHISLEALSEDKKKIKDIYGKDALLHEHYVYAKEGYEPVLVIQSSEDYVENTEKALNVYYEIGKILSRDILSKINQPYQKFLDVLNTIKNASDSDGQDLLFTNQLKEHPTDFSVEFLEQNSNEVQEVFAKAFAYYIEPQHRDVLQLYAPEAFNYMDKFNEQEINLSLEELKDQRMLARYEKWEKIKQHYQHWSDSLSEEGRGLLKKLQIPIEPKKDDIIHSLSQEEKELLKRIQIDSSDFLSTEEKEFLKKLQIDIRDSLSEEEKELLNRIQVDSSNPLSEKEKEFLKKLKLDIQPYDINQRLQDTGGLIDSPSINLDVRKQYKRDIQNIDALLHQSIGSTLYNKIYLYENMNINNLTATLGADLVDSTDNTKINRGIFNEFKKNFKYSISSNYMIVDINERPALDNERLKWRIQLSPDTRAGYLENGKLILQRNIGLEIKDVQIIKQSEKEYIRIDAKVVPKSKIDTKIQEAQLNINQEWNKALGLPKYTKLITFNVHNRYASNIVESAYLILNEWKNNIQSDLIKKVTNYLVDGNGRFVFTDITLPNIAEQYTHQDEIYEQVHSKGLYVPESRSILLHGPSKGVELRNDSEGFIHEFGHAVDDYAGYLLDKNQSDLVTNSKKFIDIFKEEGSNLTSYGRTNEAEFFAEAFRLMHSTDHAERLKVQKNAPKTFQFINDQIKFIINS
# CCHFV vOTU inh = blocks the CCHF virus ovarian tumor domain protease; inhibition, % at 11.5 µM; 370,000 compounds, 0.55% hits; CCHFV vOTU protease, Pep-AMC fluorescence; in the data active means inhibition above about 30%; further: 0% = vehicle wells with enzyme and 100% = no enzyme wells
# PriA SSB inh = blocks PriA binding to SSB C-terminal tail; 430,000 compounds, 0.6% hits; AID 1272365; AlphaScreen SSBct-PriA binding, biotinylated peptide; inhibition, % at 33 µM; in the data active means inhibition mostly above about 37%, no sharp cut-off; inactive means mostly below about 20%;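 further: plate controls were negative control peptide for no effect and reference peptide for full effect; strong numbers were not always called active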
# Y pestis TopoI = inhibitors of Yersinia pestis topoisomerase I | Y. pestis Topo-I cleavage product accumulation, plate reader | AID 504884 | 360,000 compounds, 0.064% hits | activity, % at 10 µM; in the data active means activity above about 50%, passing the limit was not always enough; inconclusive means no clear call, values can overlap the other calls; further: inactives centre near 2
# * = called active by the depositor; i = inactive; ? = inconclusive; / = not tested or not shown; & = joins results of further samples. Unless noted, no stated cut-off is given here; in the data, active means inhibition above about 30%; inconclusive means no clear call, values can overlap the other calls; inactive means below that. The list is partial. The share of hits here may be higher or lower than overall.
SMILES,Vc quorum ag,DUSP3 inh,BoNT-A LC inh2,PfHsp40 rescue,3CLpro inhibitor,TcdB GH inh,Anthrax LF prot,CCHFV vOTU inh,PriA SSB inh,Y pestis TopoI
O=C(c1ccccc1F)c1cc2c(cc1[N+](=O)[O-])OCCO2,0.8,-8,-0.3,2.7,6,0.9,0,11,5,-7
N#CCNC(=O)c1cccn1-c1ncc(C(F)(F)F)cc1Cl,-0.2,20,-0.1,-0.9,-2,0.4,-1,0,-6,-11
COc1ccc(/C=N/N=C2/SCC(=O)N2Cc2ccccc2)cc1,-1.3,13,/,3.3,-1,0.3,/,-6,/,-6
COc1ccc(NC(=O)N[C@@H](CCSC)C(=O)O)cc1OC,-0.3,22,-0.7,-0.7,1,1.3,-3,-15,-14,4
COc1ccc(-n2cc(CNCCc3nc(C)cc(C)n3)c(-c3ccccc3Cl)n2)cc1,-4.1,-9,0.0,-0.1,6,1.7,-3,-6,0,7
Cn1c(=O)c2[nH]c(NN=Cc3ccccc3)nc2n(C)c1=O,-5.6,/,-1.0,-1.8,/,0.3,-4,9,-3,2
COCCn1c(C)nnc1SCC(=O)Nc1ccccc1[N+](=O)[O-],0.6,15,-1.2,-0.5,1,0.9,4,3,-14,-6
Cc1oc2ccc(O)cc2c1C(=O)c1ccc([N+](=O)[O-])cc1,-0.2,-7,0.5,0.1,0,2.4,2,7,31,4
Cn1nccc1C(=O)Nc1ccc2c(c1)OCO2,0.7,14,1.4,-1.2,-5,1.0,-7,3,9,3
Cc1ccc(NC(=O)CN(C)C(=O)CSc2nnnn2C)cc1,-3.6,-1,-0.9,-1.6,6,-1.3,3,-9,-9,9
O=C(CSc1nnc(SCc2ccccc2)s1)N/N=C/C=C\c1ccco1,/,3,0.1,2.8,-1,0.2,1,1,/,25
CC(C)(C)[C@@H]1C=C(C(N)=O)O[C@H](OCCCCO)C1,-5.3,/,-0.2,-1.1,/,1.1,-1,-6,2,4
Cc1ccc(Cl)c(OCC(=O)OC(C)C(=O)NC2CC2)c1 (stereo unspecified),-0.7,/,-2.7,-2.1,/,1.7,-1,1,2,3
CSc1nc2nc3c(c(=O)n2[nH]1)CCC3,i,16,-0.4,0.4,2,/,-2,-2,-1,-6
CCOC(=O)c1c(C)nc2c(c1-c1ccc(OC)cc1)C(=O)CC(C)(C)C2,0.8,16,/,-2.4,4,/,/,6,-5,14
CCOC(=O)C1CCN(S(=O)(=O)c2ccc3c(c2)N(C(C)=O)CC(C)S3)CC1 (stereo unspecified),-0.5,-16,0.7,-0.3,0,1.1,-1,7,-2,23
COc1cccc(C(=O)/C=C/Nc2ccc(S(=O)(=O)Nc3nc(C)cc(C)n3)cc2)c1,-0.3,-2,-0.5,0.9,1,0.2,2,15,5,3
CN(C(=O)CSc1nc2[nH]ncc2c(=O)[nH]1)c1ccccc1,-0.6,/,6.3,-0.5,/,1.5,1,7,-8,2
CC(C)(C)c1ccc(OCCN2CCCC2)cc1,i,7,1.2,1.9,0,/,-2,-5,1,2
COc1ccccc1/C=C\C=N\n1c(C2CCCCC2)n[nH]c1=S,-0.6,1,-0.7,6.9,1,/,-2,9,/,23
Cc1c(S(=O)(=O)c2ccccn2)c(N)n(Cc2ccccc2Cl)c1C,i,25,?,-0.4,0,0.8,-33,-2,9,1
Oc1c(C(c2cccs2)N2CCN(c3ccccc3)CC2)sc2ncnn12 (stereo unspecified),-1.5,18,-0.2,1.6,1,0.9,6,3,3,26
O=S(=O)(c1ccccc1)c1cnn(-c2ccccc2)c1-c1ccc(Cl)cc1,3.0,21,?,4.4,6,/,-2,-2,-16,1
O=C(NCc1ccccc1)c1ccc(CS(=O)Cc2ccc(Cl)cc2)o1 (stereo unspecified),-0.3,15,-1.6,-1.2,6,0.7,-1,12,-11,12
COc1ccc2c(c1)c(=O)c(Br)c(C)n2Cc1ccccc1,/,-1,-0.4,1.3,3,/,-2,4,3,38
COc1ccc(OCC(=O)Nc2ccccc2O)cc1,-0.3,-21,-0.2,-3.0,0,/,-4,/,-4,-5
O=C(COC(=O)c1cccc(S(=O)(=O)N2CCN(c3ccccc3)CC2)c1)NCC1CCCO1 (stereo unspecified),i,-11,0.8,-0.3,-2,1.2,0,-8,1,-4
COc1ccc(S(=O)(=O)N2CCOCC2)cc1NC(=O)CN1CCCC1,2.3,1,-0.3,-1.4,-4,-0.1,-2,-1,5,-7
Cc1ccc(C2CC(c3ccccc3C)n3nc(N)nc3N2)cc1 (stereo unspecified),0.0,22,-0.4,0.0,4,2.8,-8,0,0,-6
CCCC(=O)Nc1ccc(C(=O)Nc2cc(C(F)(F)F)ccc2Cl)cc1,1.0,15,-1.2,-0.1,4,/,-2,1,-10,7
Cc1ccc(C(=O)O)cc1NC(=S)NC(=O)c1ccc([N+](=O)[O-])cc1Cl,-0.3,2,-0.8,-0.1,9,-3.2,-2,-1,-6,-3
O=C(Nc1ccccc1)C(=O)Nc1ccc2c(c1)N(C(=O)C1CC1)CCC2,-0.3,/,3.2,-0.6,/,1.4,22,4,-8,13
CC(C)(C)c1ccc(S(=O)(=O)NC(=O)C2(C)CCN2C(=O)c2cccc3ccccc23)cc1 (stereo unspecified),i,/,-0.1,/,/,-1.1,2,21,/,5
CC1=C(C(=O)Nc2cccnc2)C(c2cccnc2)n2nc(-c3cccs3)nc2N1 (stereo unspecified),i,12,-0.6,0.9,-3,/,-4,10,-7,-3
O=C(c1cccc([N+](=O)[O-])c1)c1cc2ccccc2o1,-0.1,-1,0.3,0.7,-2,3.5,-1,5,-7,12
CCC(Nc1nc(-c2ccccc2)nc2ccccc12)C(=O)O (stereo unspecified),i,16,0.0,0.1,-1,0.0,-4,-11,-6,1
Cc1c(Cl)cccc1NC(=S)NC1CC1,-0.3,5,-0.4,0.2,0,/,0,10,-22,-1
CCc1ccc2nc(N)sc2c1,-0.3,26,-0.9,-1.1,0,0.4,-2,1,0&-8,2
CCOc1ccc(N(Cc2cc3cc(C)ccc3[nH]c2=O)S(=O)(=O)c2ccccc2)cc1,-0.6,22,0.1,0.2,10,-0.4,1,7,9,-7
CCC(C)COC(=O)c1ccc(C(=O)O)cc1 (stereo unspecified),-0.3,23,-0.6,0.5,0,/,2,7,-19,9
N#CCN1C(=O)C(=O)N(Cc2cccc(C(F)(F)F)c2)C1=O,i,10,1.5,0.3,-2,1.0,-14,-7,-2,-2
CCOC(=O)C1(CCOC)CCN(Cc2ccc(C(=O)OC)cc2)CC1,0.0,0,-0.5,0.4,2,-0.4,0,8,-13,-5
COc1ccc(-n2c(SCC(=O)Nc3ccc(C(N)=O)cc3)nc3ccccc3c2=O)cc1OC,-1.1,7,-0.1,0.5,3,0.7,2,-19,-3,2
CN(CC(=O)Nc1ccc(F)cc1)C(=O)c1ccc(OCc2ccccc2)cc1,-2.1,/,2.7,0.4,/,2.6,-2,-4,-13,-12
CC(C)c1nc2sc3c(c2c(=O)o1)CCCC3,/,25,-0.1,3.2,2,/,-9,7,-17,6
CCOC(=O)C(NC(C)=O)(Nc1ccc(S(=O)(=O)Nc2ncccn2)cc1)C(F)(F)F (stereo unspecified),-0.4,10,-0.9,/,4,-0.4,-10,-5,-18,0
O=C(c1ccc([N+](=O)[O-])o1)N1CCc2ccccc2C1,2.4,17,-1.6,53*,-3,0.2,-6,-4,6,4
O=C(CCS(=O)(=O)c1ccc(Cl)cc1)N1CCN(c2ccc(F)cc2)CC1,i,/,/,0.5,/,0.8,/,-10,3,10

# Results in DUSP3 inh, Anthrax LF prot and PriA SSB inh (four entries from above):
molecule	DUSP3 inh	Anthrax LF prot	PriA SSB inh
Cc1c(Cl)cccc1NC(=S)NC1CC1	5	0	-22
CCOC(=O)C1(CCOC)CCN(Cc2ccc(C(=O)OC)cc2)CC1	0	0	-13
CN(CC(=O)Nc1ccc(F)cc1)C(=O)c1ccc(OCc2ccccc2)cc1	/	-2	-13
CC(C)c1nc2sc3c(c2c(=O)o1)CCCC3	25	-9	-17

# Going on with the list.
SMILES,Vc quorum ag,DUSP3 inh,BoNT-A LC inh2,PfHsp40 rescue,3CLpro inhibitor,TcdB GH inh,Anthrax LF prot,CCHFV vOTU inh,PriA SSB inh,Y pestis TopoI
COc1ccc(NC(=O)C2Cc3c(-c4ccc5c(c4)OCO5)ccnc3O2)cc1OC (stereo unspecified),i,/,-1.0,/,/,0.5,4,2,/,28
N/C(Cc1ccc([N+](=O)[O-])cc1)=N\OC(=O)c1cccc(Br)c1,/,24,-0.7,1.0,7,-0.2,1,12,i,3
CC(=O)N1CCN(C23CC4CC(CC(C4)C2)C3)CC1,-2.3,-14,-3.6,-0.9,-3,0.2,-3,3,4,5
O=C(NNC(=O)C1CC=CCC1C(=O)O)c1cccs1 (stereo unspecified),-0.1,27,-0.7,/,-1,-0.2,-8,-4,-5,-4
CNc1nc(Cl)nc(Nc2ccccc2)n1,-0.4,30,0.0,1.3,0,-0.4,-3,6,-8,8
NC(=O)c1ccccc1OCCOCCOCCOc1ccccc1C(N)=O,i,-22,0.3,0.1,-2,2.3,-2,-1,-12,11
COc1cccc(NC(=O)c2ccccc2F)c1,i,/,-0.1,-0.6,/,1.7,-1,-6,-6,-2
CCOC(=O)C(C)n1cnc2sc(C)c(C)c2c1=O (stereo unspecified),i,13,0.6,-0.1,-2,/,4,5,-12,-6
COc1cccc(C(=O)NNC2=C(C(=O)C(F)(F)F)CCC2)c1,-0.4,-6,1.6,-1.0,0,-2.0,?,-8,1,1
COC(=O)C1=C(c2cccc(OCc3ccccc3)c2)C[C@@H]2CC[C@H]1N2C(=O)NNCc1ccccc1,-0.6,/,0.2,-0.9,/,-0.1,1,6,14,14
COc1cccc(CNC(=O)CCC(=O)N2C[C@H]3C[C@H](C2)c2cccc(=O)n2C3)c1OC,-0.4,12,-0.9,-1.3,4,0.6,3,-4,/,-5
COc1ccc(/C=C/c2cc[n+](C(=O)Cc3ccccc3)cc2)cc1,-0.4,9,6.9,0.2,1,/,1,-15,9,-4

# Among those listed so far, these have an NH in an aromatic ring:
SMILES,Vc quorum ag,DUSP3 inh,BoNT-A LC inh2,PfHsp40 rescue,3CLpro inhibitor,TcdB GH inh,Anthrax LF prot,CCHFV vOTU inh,PriA SSB inh,Y pestis TopoI
Cn1c(=O)c2[nH]c(NN=Cc3ccccc3)nc2n(C)c1=O,-5.6,/,-1.0,-1.8,/,0.3,-4,9,-3,2
CSc1nc2nc3c(c(=O)n2[nH]1)CCC3,i,16,-0.4,0.4,2,/,-2,-2,-1,-6
CN(C(=O)CSc1nc2[nH]ncc2c(=O)[nH]1)c1ccccc1,-0.6,/,6.3,-0.5,/,1.5,1,7,-8,2
COc1ccccc1/C=C\C=N\n1c(C2CCCCC2)n[nH]c1=S,-0.6,1,-0.7,6.9,1,/,-2,9,/,23
CCOc1ccc(N(Cc2cc3cc(C)ccc3[nH]c2=O)S(=O)(=O)c2ccccc2)cc1,-0.6,22,0.1,0.2,10,-0.4,1,7,9,-7
